High-throughput results: PubChem, several laboratories
KCNQ1 pot: potentiates or activates the human KCNQ1 potassium channel | P51787 | CHO-K1 KCNQ1, thallium flux FluxOR fluorescence; active compounds read high | B-score at 10 µM | 0.35% of 310,000 active;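 active = fluorescence ratio B-score, a plate-corrected score, at least three library SD, with initial intensity B-score within 5 SD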
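Schedule – 37 °C overnight plating, 90-min dark dye load, 20-min compound pretreatment · System – stable KCNQ1 CHO-K1 line · Probe or stimulus – thallium- and potassium-containing depolarizing buffer · Measured by – kinetic FluxOR fluorescence, 10 s baseline plus 110 s post-stimulus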
Platelet DG rel: platelet dense granule release activity; human platelet-rich plasma, SFLLRN dense granule ATP release, luminescence; inhibition, %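 (compounds screened at 7.5 µM in platelet-rich plasma)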; 0.22% of 300,000 active; AID 1663;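 active = mean replicate score, as percent of positive control, at or above 50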
KCNQ1 inh: human KCNQ1 channel inhibition. P51787. CHO-K1 KCNQ1, FluxOR thallium flux fluorescence; active compounds read high. B-score at 10 µM. 1.3% of 310,000 active;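 active = compounds whose thallium flux B-score, printed positive for inhibition, exceeds three library SD while starting fluorescence stays within three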;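 also: channel opened by potassium depolarization with thallium stimulus after 20 min compound exposure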
KCNK9 block: human KCNK9 channel inhibition | Q9NPC2 | HEK293 KCNK9, FluxOR thallium flux fluorescence; active compounds read low | B-score at 10 µM | 1.2% of 310,000 active | AID 488922;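 active = ratio B-score over 3 SD below the library mean, with starting fluorescence within 5 SD of its mean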;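 also: negative B-score means less thallium flux so channel inhibition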
TRPC4 inh: inhibitors of mouse TRPC4 channel | Q9QUQ5 | HEK293 TRPC4beta/mu-opioid, DAMGO-evoked Fluo4 calcium flux; active compounds read low | B-score at 10 µM | 0.39% of 300,000 active | AID 2247;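 active = B-score over 3 SD under the library average, no early fluorescence shift, positive overall ratio signal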
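Assay system – HEK293 line stably carrying TRPC4beta and mu-opioid receptor · Doses – single dose · Detection – Fluo4 calcium-dye fluorescence, kinetic read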
hERG protect: shields human hERG channel from block by proarrhythmic agents | AID 1511 | activation (rescue from dofetilide block), less the hit threshold, % at 10 µM | CHO-hERG, FluxOR thallium flux, dofetilide IC70 present | 0.51% of 310,000 active;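 active = activation above the mean of controls blocked by dofetilide plus 5 SD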;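 also: thallium influx through hERG after potassium depolarization seen as dye fluorescence rise; in these data hits start at about 4.7%; inactives centre near -7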
Target sequence (Q12809 whole entry, looked up): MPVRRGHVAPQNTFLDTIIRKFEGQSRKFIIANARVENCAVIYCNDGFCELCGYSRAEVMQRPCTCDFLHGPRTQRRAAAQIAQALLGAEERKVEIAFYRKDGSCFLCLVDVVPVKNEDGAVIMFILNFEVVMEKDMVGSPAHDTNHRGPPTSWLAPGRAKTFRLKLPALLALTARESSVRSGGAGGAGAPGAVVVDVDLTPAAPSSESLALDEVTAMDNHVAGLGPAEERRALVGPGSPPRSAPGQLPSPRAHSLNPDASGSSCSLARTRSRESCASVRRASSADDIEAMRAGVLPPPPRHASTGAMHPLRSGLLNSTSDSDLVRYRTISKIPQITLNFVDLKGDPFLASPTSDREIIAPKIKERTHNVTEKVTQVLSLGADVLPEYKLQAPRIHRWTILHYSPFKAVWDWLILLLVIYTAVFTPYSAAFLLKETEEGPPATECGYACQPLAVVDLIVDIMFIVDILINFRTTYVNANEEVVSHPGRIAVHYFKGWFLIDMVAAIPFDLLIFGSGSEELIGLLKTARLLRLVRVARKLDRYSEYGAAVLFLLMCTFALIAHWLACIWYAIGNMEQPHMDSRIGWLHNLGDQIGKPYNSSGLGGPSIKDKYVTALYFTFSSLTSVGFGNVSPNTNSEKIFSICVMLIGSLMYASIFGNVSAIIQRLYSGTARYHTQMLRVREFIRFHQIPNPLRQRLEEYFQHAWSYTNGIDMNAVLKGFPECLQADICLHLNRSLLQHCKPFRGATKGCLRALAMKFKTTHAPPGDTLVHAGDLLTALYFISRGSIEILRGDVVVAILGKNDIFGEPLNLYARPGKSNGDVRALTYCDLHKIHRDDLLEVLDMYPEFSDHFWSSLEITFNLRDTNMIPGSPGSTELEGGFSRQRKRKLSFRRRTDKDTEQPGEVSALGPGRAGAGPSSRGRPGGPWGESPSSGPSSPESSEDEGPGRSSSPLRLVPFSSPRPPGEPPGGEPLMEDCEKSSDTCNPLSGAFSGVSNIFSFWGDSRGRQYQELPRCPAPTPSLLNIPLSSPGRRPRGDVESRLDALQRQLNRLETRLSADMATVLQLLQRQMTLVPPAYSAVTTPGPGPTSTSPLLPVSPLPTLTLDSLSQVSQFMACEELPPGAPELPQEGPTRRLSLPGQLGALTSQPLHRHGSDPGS
Dyrk1A ADPGlo: inhibitors of rat Dyrk1A kinase | Q63470 | ADP-Glo luminescence, NFATc1 peptide | inhibition, % at 12.5 µM | 0.43% of 310,000 active; in the data active = inhibition above about 50%;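 also: plate controls were vehicle with enzyme for no effect and no enzyme for full effect; many of its hits are not listed in these tables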
TRPC4 PAM: allosterically enhances the mouse TRPC4 cation channel. Q9QUQ5. HEK293 TRPC4beta/mu-opioid, DAMGO EC20, Fluo-4 Ca2+ flux; active compounds read high. B-score at 10 µM. 0.42% of 310,000 active. AID 2227;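 active = B-score of calcium response area above 5 SD of library B-scores, with initial fluorescence ratio within 5 SD of library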;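 also: B-score of integrated fluorescence ratio over time as area under calcium response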
KCNK3 inh: human KCNK3 channel inhibition, primary screen. CHO-KCNK3 thallium flux, FluxOR fluorescence; active compounds read low. B-score at 10 µM. 0.84% of 340,000 active. AID 602410;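 active = B-score under library mean minus 4 SD, starting fluorescence ratio at most library mean plus 5 SD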;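 also: more negative B-score means stronger inhibition of thallium flux through KCNK3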
PolyA inhibitor: yeast polyadenylation inhibition; S. cerevisiae SKY197-pL101 polyadenylation reporter, beta-gal luminescence; efflux-impaired pdr1/pdr3 knockout yeast; score 100 = 6 SD above DMSO; calls only at 12 µM; 0.02% of 300,000 active; AID 1875;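 active = lowest replicate activity score at least 50, where 100 means six control SD above control mean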;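 also: yeast exposed to compound for 9 h at 30 °C; higher score means more reporter readthrough which indicates perturbed polyadenylation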
TRPC4 agonist: TRPC4 (mouse) channel activation; Q9QUQ5; HEK293 TRPC4beta/mu-opioid, Fluo4 calcium fluorescence; active compounds read high; B-score at 10 µM; 0.49% of 310,000 active;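 active = B-score above 5 SD of library B-scores, and initial fluorescence ratio not above library mean plus 5 SD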;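 also: positive B-score marks a calcium rise read as TRPC4 activation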
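Assay system: HEK293 stable line with TRPC4beta plus mu-opioid receptor. Times: dye 45 min RT, read 110 s. Measured by: kinetic Fluo4 calcium fluorescence. Measure: B score of integrated ratio. Controls: assay buffer as low control, maximal DAMGO as high control.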
Numbers without * were called inactive; i = inactive; nt = no result given. Only part of the results is shown, so the mix of outcomes need not match the whole.

SMILES	KCNQ1 pot	Platelet DG rel	KCNQ1 inh	KCNK9 block	TRPC4 inh	hERG protect	Dyrk1A ADPGlo	TRPC4 PAM	KCNK3 inh	PolyA inhibitor	TRPC4 agonist
CCc1noc(C)c1C(=O)N1CCCSC1=Nc1ccccc1OC	i	-6.4	i	i	i	-11.7	6.6	i	i	i	i
O=C(NC1CCCCC1)c1ccc2c(c1)OCCO2	i	4.5	i	i	i	-5.3	14.3	i	i	i	i
CSCCC(NC(=O)c1ccccc1)C(=O)NCCc1ccccc1 (configuration not stated)	i	-12.6	i	i	i	-8.4	8.4	i	i	i	i
Cc1noc(C)c1C(c1ccccc1)c1ccccc1	i	-3.4	i	i	i	-15.6	1.5	i	i	i	i
COc1ccc(N(C(=O)c2ccc(S(=O)(=O)N3CCOCC3)cc2)C2C=CS(=O)(=O)C2)cc1 (configuration not stated)	i	1.0	i	i	i	-1.0	1.8	i	i	nt	i
Cc1nc2ncnn2c(N2CCN(C(=O)c3cccc(F)c3)CC2)c1C	i	0.8	i	i	i	-4.6	8.7	i	i	i	i
CCC(=O)c1ccc2c(c1)OCCO2	i	0.5	i	i	i	-8.0	-1.0	i	i	i	i
CN(CCOc1ccc(Cl)cc1)C(=O)c1cc(-c2ccco2)nc2ccccc12	i	-12.7	i	i	i	-32.2	7.0	i	-10.4*	i	i
O=C(NCCc1ccccc1)c1cccc(N2CCCC2=O)c1	i	-3.3	i	i	i	-9.3	-0.6	i	i	i	i
CSc1nc(-c2ccccc2)nc(SC)c1C(C)=O	i	-6.7	i	i	i	-7.5	2.6	i	i	i	i
COc1cc(OC)cc(C(=O)NC(=S)N2CCN(c3ccc(C(F)(F)F)cc3[N+](=O)[O-])CC2)c1	i	0.7	i	i	i	-11.1	4.7	i	i	i	i
O=C(NC1CC1)c1cc(-c2ccco2)nc2ccccc12	i	1.8	i	i	i	-6.0	6.3	i	i	i	i
CS(=O)(=O)Nc1ccc(C(=O)NCc2ccc3c(c2)OCO3)cc1	i	-1.5	i	i	i	4.2	-2.3	i	i	i	i
Cc1ccc(-c2csc3nc(-c4ccncc4)[nH]c(=O)c23)cc1	i	19.8	i	i	i	-13.7	-2.6	i	i	i	i
COC(=O)COc1ccc(S(=O)(=O)NCc2ccccn2)cc1	i	-1.0	i	i	i	-5.5	3.0	i	i	i	i
COc1ccc(Nc2nc(C)cc(C)c2C(N)=O)cc1	i	2.6	i	i	i	-5.3	7.0	i	i	i	i
CC1CCc2c(sc(NC(=O)COC(=O)c3ccc(O)cc3)c2C#N)C1 (configuration not stated)	i	-12.8	i	i	i	-14.0	nt	i	i	i	i
COCCNC(=O)CNC(=S)N(CCCN1CCOCC1)Cc1cccs1	i	-1.7	i	i	i	-11.1	-0.3	i	i	i	i
CCn1c(CCCOc2ccc(Cl)cc2Cl)n[nH]c1=S	i	-9.2	i	i	i	-7.2	7.2	i	i	i	i
COC(=O)c1ccc(COC(=O)Cc2n[nH]c(=O)c3ccccc23)cc1	i	-41.3	i	i	i	-15.6	7.2	i	i	i	i

KCNK3 inh: entries above that show a hit.
| Structure | KCNQ1 pot | Platelet DG rel | KCNQ1 inh | KCNK9 block | TRPC4 inh | Dyrk1A ADPGlo | TRPC4 PAM | KCNK3 inh | PolyA inhibitor | TRPC4 agonist |
| --- | --- | --- | --- | --- | --- | --- | --- | --- | --- | --- |
| CN(CCOc1ccc(Cl)cc1)C(=O)c1cc(-c2ccco2)nc2ccccc12 | i | -12.7 | i | i | i | 7.0 | i | -10.4* | i | i |

Remaining list, next part:
SMILES	KCNQ1 pot	Platelet DG rel	KCNQ1 inh	KCNK9 block	TRPC4 inh	hERG protect	Dyrk1A ADPGlo	TRPC4 PAM	KCNK3 inh	PolyA inhibitor	TRPC4 agonist
CCCCN(C(=O)CCC(=O)Nc1cc(C)on1)C(C(=O)NC1CCCC1)c1ccc(OC)cc1 (configuration not stated)	i	-0.4	i	i	i	-5.8	1.7	i	i	i	i
NS(=O)(=O)c1ccc(NC(=O)Cc2cccs2)cc1	i	-1.9	i	i	i	-5.4	3.5	i	i	i	i
O=C(O)/C=C/c1cnc2ccccc2c1	i	6.9	i	i	i	-7.4	-2.5	i	i	nt	i
COc1ccc(-n2c(Cc3cccn3C)nnc2SCC(=O)Nc2ccc3c(c2)OCCO3)cc1	i	2.2	i	i	i	-8.9	-8.0	i	i	i	i
CCc1nnc(NC(=O)COc2ccc([N+](=O)[O-])cc2)s1	i	8.7	i	i	i	-6.3	-0.4	i	i	i	i
O=C(COc1ncnc2ccc(Br)cc12)NCc1ccc2c(c1)OCO2	i	14.7	i	i	i	-14.7	0.9	i	i	i	i
NN=C(c1cccc([N+](=O)[O-])c1)c1cccc([N+](=O)[O-])c1	i	2.5	i	i	i	-0.8	nt	i	i	i	i
CN1C(=O)/C(=N\OC(=O)c2cccc3ccccc23)c2ccccc21	18*	-2.3	i	i	i	11.5*	nt	i	i	i	i
Cc1ccccc1CN1CCN(C(=O)c2cc(-c3ccncc3)nc3ccccc23)CC1	i	-7.0	i	i	i	-12.1	2.5	i	i	i	i
Fc1ccc(-n2cc(CNCCc3ccccn3)c(-c3ccccc3Cl)n2)cc1	i	8.4	i	i	i	-19.4	-5.2	i	i	i	253*
Cc1cc(NS(=O)(=O)c2ccccc2)cc(Cl)c1O	i	-0.1	i	i	i	-11.6	0.2	i	i	i	i
CCOc1ccc(-c2nn(-c3ccccc3)cc2/C=C2\SC(=S)N(C3CCS(=O)(=O)C3)C2=O)cc1 (configuration not stated)	i	4.1	i	i	i	-3.8	2.7	i	i	i	i
COc1cccc2c1OCC(C(=O)NCc1ccc(Cl)cc1Cl)=C2	i	2.2	i	i	i	-11.7	2.9	i	i	i	i
COc1ccc(/C=N/Nc2cc(N3CCCC3)nc(N3CCCC3)n2)cc1	i	-0.3	8*	i	i	-21.8	14.8	i	i	i	i
Cc1ccc(C)c(NC(=O)Cn2nc(-c3ccccc3)nc2-c2ccccc2)c1	i	2.8	i	i	i	-11.5	2.4	i	i	i	i
Cc1oc(-c2ccccc2F)nc1CN1CCC(C(=O)NCc2cccnc2)CC1	i	-2.6	i	i	i	-13.0	-9.4	i	i	i	i
Cc1cccc(C(=O)NNS(=O)(=O)c2ccccc2)c1O	i	12.2	i	i	i	-1.4	nt	i	i	i	i
CCCN1CCN(C(=S)Nc2ccc(SC(F)F)cc2)CC1	i	1.2	i	i	i	-9.1	-14.9	i	i	i	i
CCOC(=O)c1c(NC(=O)Cn2cnc3scc(-c4ccc(C)cc4)c3c2=O)sc(C)c1C	i	-2.1	i	i	i	-6.1	12.6	i	i	i	i
Cn1c(=O)c2c(nc(NCCO)n2CCc2ccccc2)n(C)c1=O	i	4.9	i	i	i	-8.4	-0.2	i	i	i	i

Next part; it opens with the two that closed the last part.
SMILES	KCNQ1 pot	Platelet DG rel	KCNQ1 inh	KCNK9 block	TRPC4 inh	hERG protect	Dyrk1A ADPGlo	TRPC4 PAM	KCNK3 inh	PolyA inhibitor	TRPC4 agonist
CCOC(=O)c1c(NC(=O)Cn2cnc3scc(-c4ccc(C)cc4)c3c2=O)sc(C)c1C	i	-2.1	i	i	i	-6.1	12.6	i	i	i	i
Cn1c(=O)c2c(nc(NCCO)n2CCc2ccccc2)n(C)c1=O	i	4.9	i	i	i	-8.4	-0.2	i	i	i	i
COC(=O)C1=C(C(=O)OC)[C@@H]2N(C)c3ccc(OC)cc3[C@@]23C[C@@H](C(=O)OC)N(C(=O)NC2CCCCC2)C3=N1	i	1.3	i	i	i	-6.5	1.3	i	i	i	i
CCCN1CCN(CCCNC(=O)Cn2nc(-c3ccc(C)cc3)ccc2=O)CC1	i	7.0	i	i	i	-4.0	-6.3	i	i	i	i
COc1ccc(/C=N/N=C2/CC(C)(C)Cc3n[nH]c(=O)cc32)cc1	i	-4.4	i	i	i	-9.0	-0.9	i	i	i	i
CCCN(CCC)c1cc(Cl)nc(N)n1	i	1.5	i	i	i	-3.6	-2.1	i	i	i	i
CC(=O)Nc1cccc(/C(C)=N/NS(=O)(=O)c2ccc(C)cc2)c1	i	-2.9	i	i	i	-8.5	3.7	i	i	i	i
CNc1nc(Sc2ccccc2)cc(C(F)(F)F)n1	i	-0.4	i	i	i	-4.3	-2.1	i	i	i	i
CCN(Cc1ccncc1)C(=S)Nc1c(C)cccc1C	i	-6.5	i	i	i	-2.0	-14.4	i	i	i	i
CCOc1ccc2nc(SCC(=O)NC(=O)C(C)C)sc2c1	i	-2.6	i	i	i	-13.6	0.4	i	i	i	i
CC(=O)c1sc(NC(=O)c2cc(-c3ccccc3)nn2-c2ccccc2)nc1C	i	-8.2	i	i	i	-11.8	-5.4	i	i	i	i
CN1C=CC=C/C1=C1/N=C(c2ccccc2)OC1=O	i	0.9	i	i	i	-3.5	-0.4	i	i	i	i
COc1ccc(S(=O)(=O)Nc2nnc(CC(C)(C)C)s2)cc1	i	3.6	i	i	i	-13.2	-1.6	i	i	i	i
COC1=CC(=O)CC(C)C12Oc1cc(OC)cc(OC)c1C2=O (configuration not stated)	i	1.9	i	i	i	-2.3	12.8	i	i	i	i
O=C(CN1CCOCC1)Nc1ccc(OC(F)(F)F)cc1	i	-4.1	i	i	i	-12.1	-0.5	i	i	i	i
Cc1c(C)c2ccc(OCC(=O)N[C@@H](Cc3ccccc3)C(=O)O)cc2oc1=O	i	-0.5	i	i	i	1.8	4.5	i	i	i	i
O=C(NCc1ccc(Cl)cc1)C1CCCN1C(=O)Nc1ccc(F)cc1 (configuration not stated)	i	1.2	i	i	i	-7.7	5.1	i	i	i	i
O=c1c(-c2ccc(O)cc2)coc2c(C3O[C@H](CO)[C@@H](O)[C@H](O)[C@H]3O)c(O)ccc12 (some centres not stated)	i	-7.3	i	i	i	-1.8	nt	i	i	i	i
CCCOc1ccccc1Cn1c(=O)oc2ccccc21	i	1.8	i	i	i	-4.9	11.5	i	-8.75*	i	i
CCc1ccc(NC(=O)CSC2=C(C#N)C(c3ccco3)C3=C(CCCC3=O)N2)cc1 (configuration not stated)	i	-0.6	i	i	i	-8.1	-0.6	i	i	nt	i
NS(=O)(=O)c1ccc(N/C=C/C(=O)c2ccc(Br)cc2)cc1	i	4.5	i	i	i	-4.2	-7.8	i	i	i	i
Cn1cc(C(=O)CCl)c2ccccc21	i	-7.0	i	i	i	-10.9	10.7	i	i	i	i
N#CC1=C2SCC(O)(c3ccccc3)N2C(=O)CC1c1ccccc1F (configuration not stated)	i	4.6	i	i	i	-13.2	3.0	i	i	i	i
Fc1ccc(CNCc2ccc3c(c2)OCO3)cc1	i	2.5	i	i	i	-7.6	4.3	i	i	i	i
